# Screening data (PubChem)
# TSHR antag – Antagonists of the Thyroid Stimulating Hormone Receptor: HTS campaign | TSHR-expressing cells, TSH-stimulated cAMP HTRF, 2 h; hits give low values | activity change, negative = inhibition, % at 11.5 µM | 0.2% of 330,000 active | AID 504810, 2011;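 active means activity change below a set negative limit, meaning inhibition stronger than a set level, cut at about -70% in these data; inconclusive means activity change between two set negative limits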; further: on the % scale 0 is the no-effect control and ±100 the full control effect
#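 Antagonism was scored as loss of TSH-driven cAMP in TSHR cells, stimulated with 4nM TSH (EC80) for 2 hours at 37 deg C and detected by homogeneous HTRF competition immunoassay.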
# ASM inhibitor – Inhibitors of Secretory Acid Sphingomyelinase (S-ASM): qHTS; placental ASM, HMU-PC fluorogenic substrate, 60 min; 0.006% of 340,000 active; Sphingomyelin phosphodiesterase (Homo sapiens), P17405; AID 504937, 2011; Potency, µM (doses to about 57.5 µM), inactives show at the highest dose activity change, negative = inhibition, usual class: inhibitors; further: potency means the concentration at half of the fitted maximal effect
#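 Human placenta-derived ASM enzyme was preincubated with compound for 10 minutes at room temperature, then given fluorogenic substrate HMU-PC0 (9 uM final) for 60 minutes at 37 °C; a pH 10 stop preceded fluorescence reading at Ex 386/Em 447 nm.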
# MLL CXXC-DNA inh – qHTS Fluorescence Polarization Assay for Inhibitors of MLL CXXC domain - DNA interaction; Histone-lysine N-methyltransferase 2A (Homo sapiens), Q03164; MLL-CXXC / FITC-HOXA9 DNA fluorescence polarization; Potency, µM (titrated, usually from 115 µM), without a hit: at the highest dose activity change, negative = inhibition, most hits filed as inhibitors; 0.037% of 290,000 active; active means well fitted inhibition curve with a large enough effect in the polarisation, with a control signal flat, not every such curve was filed as active; inconclusive means small, poorly fitted or top-dose-only effect, or effect the other way, or a change in a side signal; inactive means no such curve, though single readings can be large or run the other way; the % refers to the polarisation; further: potency means the concentration at half of the fitted maximal effect
#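 Steps: dispense CXXC domain solution (7 uM) → pin compounds or unlabeled HOX-A9 DNA control → 5 min ambient → add FLSN-HOX-A9 solution (50 nM) → spin → 30 min ambient → fluorescence polarization. Tris pH 7.5/NaCl/DTT/BSA buffer.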
# TSG101-PTAP inh – qHTS Assay for Iinhibitors of HIV-1 Budding by Blocking the Interaction of PTAP/TSG101. Fluorescence polarization, FITC-PTAP peptide / Tsg101 binding. Potency, µM (series often up to 115 µM), without a hit: at the top dose activity change, negative = inhibition, usual class: inhibitors. 340,000 tested, under 10 active; active means well fitted inhibition curve with a large enough effect in the main read-out, with a control signal flat, not every such curve was filed as active; inconclusive means small, poorly fitted or top-dose-only effect, or effect the other way, or a change in a side signal; inactive means no such curve, though single readings can be large or run the other way; further: potency means the concentration at half of the fitted maximal effect; % of control where 0% means no effect
#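 FP read-out: FITC-PTAP peptide, 50 nM final, binding Tsg101 binding domain, 10 uM final; 20 min, r.t.; 10 mM HEPES pH 7.5, 0.15 M NaCl, 0.01% Tween 20, 3 mM EDTA, 0.1 mM TCEP.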
# Menin-MLL TR inh – qHTS Assay for Inhibitors Targeting the Menin-MLL Interaction in MLL Related Leukemias: Competition With Texas Red Labeled MLL-derived Mutant Peptide; O00255; Menin + Texas Red MLL mutant peptide, fluorescence polarization; Potency, µM (top dose mostly 61.6 µM), for inactives: at the top dose FP activity change, negative = inhibition, actives largely listed as inhibitors; 0.23% of 270,000 active; AID 1768, 2009; active means well fitted inhibition curve with a large enough effect in the polarisation, with a control signal flat, not every such curve was filed as active; inconclusive means small, poorly fitted or top-dose-only effect, or effect the other way, or a change in a side signal; inactive means no such curve, though single readings can be large or run the other way; the % refers to the polarisation; further: potency means the concentration at half of the fitted maximal effect; % of control where 0% means no effect; many of its hits are not listed in these tables
# Target sequence (O00255 whole entry, looked up): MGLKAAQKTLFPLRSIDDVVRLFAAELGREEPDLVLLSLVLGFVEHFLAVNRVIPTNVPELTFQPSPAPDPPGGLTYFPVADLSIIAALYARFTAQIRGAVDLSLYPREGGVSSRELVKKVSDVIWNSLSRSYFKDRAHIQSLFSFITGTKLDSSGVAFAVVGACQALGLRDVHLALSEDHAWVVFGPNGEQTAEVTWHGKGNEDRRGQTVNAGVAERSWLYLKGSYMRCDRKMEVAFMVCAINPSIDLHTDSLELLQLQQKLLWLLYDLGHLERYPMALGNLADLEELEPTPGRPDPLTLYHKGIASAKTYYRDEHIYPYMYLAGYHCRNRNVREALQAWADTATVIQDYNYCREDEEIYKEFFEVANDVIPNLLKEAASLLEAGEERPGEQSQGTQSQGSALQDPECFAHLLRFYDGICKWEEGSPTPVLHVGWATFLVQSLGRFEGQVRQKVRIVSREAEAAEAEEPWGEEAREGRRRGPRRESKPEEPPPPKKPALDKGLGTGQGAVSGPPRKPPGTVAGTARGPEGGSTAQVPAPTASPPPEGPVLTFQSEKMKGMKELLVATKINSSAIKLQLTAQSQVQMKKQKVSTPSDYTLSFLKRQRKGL
# TCR act – Activators of T cell receptors: qHTS campaign; primary human leukocytes, anti-CD3, IL-2 HTRF, 48 h; Potency, µM (doses to about 9.22 µM), without a hit: at the top dose activation of IL-2 secretion, most hits filed as activators; 330,000 tested, under 10 active; AID 504894, 2011; further: % of control where 0% means no effect
#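 Primary human leukocytes incubated 48 hr with anti-CD3 beads plus compound, without co-stimulation. Secreted IL-2 measured by HTRF (europium cryptate/d2 anti-IL-2 pair, 320 nm excitation, 665 nm emission).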
# Mito fusion act – qHTS Assay for Small Molecule Inhibitors of Mitochondrial Division or Activators of Mitochondrial Fusion. AID 485298, 2010. S. cerevisiae fusion-defective mutant growth rescue, CellTiterGlo 48 h. 0.23% of 320,000 active. Potency, µM (titrated, usually from 46.1 µM), for inactives: at the highest dose growth rescue (activation), usual class: activators;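 further: potency means the concentration at half of the fitted maximal effect; % of control where 0% means no effect; nearly all actives have a fitted effect of over 45% in size; temperature-sensitive fusion mutants such as fzo1-1 at 37 °C on non-fermentable ethanol glycerol medium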
#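 Compounds are tested for their ability to restore growth of mitochondrial fusion-defective yeast strains at non-permissive 37C in YPEG medium over 48 hours. Viability is quantified by luciferase luminescence.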
# Integrin act MD – qHTS for Activators of Integrin-Mediated Alleviation for Muscular Dystrophy. AID 624291, 2012. alpha7betagal myoblasts, beta-gal FDG fluorescence, 48 h. 0.064% of 350,000 active. Potency, µM (titrated, usually from 38.3 µM), for the others: at the highest dose activation, most hits filed as activators;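 further: potency means the concentration at half of the fitted maximal effect; 100% = response of the positive control SU9516; nearly all actives have a fitted effect of over 60% in size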
#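 Alpha7betagal+/- myoblasts (passage 13) were plated 16-24 hr, then exposed to compounds (1:260 dilution of DMSO stock) for 48 hours at 37C. After MPER lysis, β-galactosidase reporter activity was read as FDG fluorescence (ex 480/em 540) after 30 minutes.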
# AT treatment – qHTS Assay for Identifying a Potential Treatment of Ataxia-Telangiectasia; 0.19% of 320,000 active; Potency, µM (doses to about 57.5 µM), inactives show at the highest dose activation, hits mostly activators; […] A-T fibroblasts, KAP-1 phosphorylation AlphaLISA; neocarzinostatin DNA damage 30 min before lysis; further: potency means the concentration at half of the fitted maximal effect; % of control where 0% means no effect; nearly all actives have a fitted effect of over 45% in size
#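 hTERT-immortalized A-T patient fibroblasts ([…]), 500 cells/well in OPTI-MEM, 1% FBS, got compounds for 60 min, then NCS for 30 min at 37C. Lysates were then assayed for phospho-KAP-1 by AlphaLISA (anti-pKAP1 donor, anti-KAP1 acceptor beads), 6 hr at 25C.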
# MBNL1 CUG block – qHTS Assay for Inhibitors of MBNL1-poly(CUG) RNA binding; AID 2675, 2010; Potency, µM (titrated, usually from 57.5 µM), for the others: at the top dose activity change, negative = inhibition, actives largely listed as inhibitors; TR-FRET MBNL1-His/biotin-(CUG)12 binding, 665/545 ratio; Muscleblind-like protein 1 (Homo sapiens), Q9NR56; 0.036% of 280,000 active; active means well fitted inhibition curve with a large enough effect in the signal ratio, with a control signal flat, not every such curve was filed as active; inconclusive means small, poorly fitted or top-dose-only effect, or effect the other way, or a change in a side signal; inactive means no such curve, though single readings can be large or run the other way; the % refers to the signal ratio; further: potency means the concentration at half of the fitted maximal effect; on the % scale 0 is the no-effect control and ±100 the full control effect
# Target sequence (Q9NR56 whole entry, looked up): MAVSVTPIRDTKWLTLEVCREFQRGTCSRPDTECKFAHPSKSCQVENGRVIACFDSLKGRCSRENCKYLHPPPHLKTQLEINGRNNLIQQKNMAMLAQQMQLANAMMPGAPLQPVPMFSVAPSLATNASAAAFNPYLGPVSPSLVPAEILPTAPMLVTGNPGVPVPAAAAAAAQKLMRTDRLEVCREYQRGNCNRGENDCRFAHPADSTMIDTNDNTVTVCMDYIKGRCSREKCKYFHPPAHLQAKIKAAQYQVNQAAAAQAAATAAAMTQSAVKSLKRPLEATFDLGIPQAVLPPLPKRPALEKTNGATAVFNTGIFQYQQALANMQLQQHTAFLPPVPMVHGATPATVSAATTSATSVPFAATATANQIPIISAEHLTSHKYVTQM
#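 His-tagged MBNL1 binding to biotinylated (CUG)12 RNA was measured by TR-FRET using terbium anti-His antibody (0.055 ng/ul final) and streptavidin-XL665 (5 nM final). Compounds were titrated 92 nM to 58 uM; 60 min at room temperature.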
# * hit, by the source's call; u = inconclusive; x = not tested or not shown; & = joins results of further samples; [ ] = dose if it differs, or a comment. Unless noted, the call rests on the fitted dose curve; in most records, active means well fitted curve in the direction sought with a large enough effect; inconclusive means small, poorly fitted or top-dose-only effect, or another doubt; inactive means no such curve, though single readings can be large; an effect the other way counts as inactive or inconclusive. An excerpt. The share of hits here may be higher or lower than overall.
SMILES,TSHR antag,ASM inhibitor,MLL CXXC-DNA inh,TSG101-PTAP inh,Menin-MLL TR inh,TCR act,Mito fusion act,Integrin act MD,AT treatment,MBNL1 CUG block
O=c1c2ccccc2nc(-c2ccco2)n1-c1cccnc1,12.4,3.0%,1.9%,-4.1%,-10.4%,5.3%,-1.4%,4.8%,5.1%,12.9%
CN1CCc2nc3sc(C(=O)NC(C)(C)C)c(N)c3cc2C1,-2.9,24.4%,-3.1%,-8.8%,1.6%,1.2%,3.7%,12.3%,3.9%,u
Cc1cnn(C2CCN(C)CC2)c1N,7.2,1.3%,-0.5%,0.0%,7.6%,-2.7%,2.5%,14.7%[7.66 µM],8.8%,-8.9%
Cc1ccc2nc(N3CCC(C(=O)N4CCC5(CC4)OCCO5)CC3)sc2c1,-3.3,-2.0%,-7.3%,-2.8%,-8.1%,-22.7%,-1.3%,-21.5%,-4.5%,-3.7%
Cn1c(O)c(C=Nc2ccc(Br)cc2)c(=O)n(C)c1=O,-29.7,6.7%,3.8%,-3.6%,-6.0%,x,1.0%,6.9%,3.3%,120.2%[activator]
CC(C)(C)N1CC(C(=O)c2ccccc2)C1c1ccccc1 (centres undefined),x,-0.7%,x,-0.4%,x,0.1%,x,-39.4%,x,x
O=C1CC(N2CC=C(c3ccc(F)cc3)CC2)C(=O)N1c1ccc(F)cc1 (centres undefined),-4.9,-3.5%,-2.6%,-0.9%,14.5%,1.0%,-7.7%,-17.2%,-2.0%,0.7%
c1ccc(-c2[nH]c(-c3ccccc3)[n+](CC3CO3)c2-c2ccccc2)cc1 (centres undefined),-4.5,-3.1%,7.1%,-3.4%,0.8%,4.3%[46.1 µM],u,-34.9%,-1.1%,x
O=C(c1cccn2c(=O)c3cc(Br)ccc3nc12)N1CCC2(CC1)OCCO2,9.9,x,-3.3%,-6.2%,-0.4%,x,-0.4%,u,x,20.5%
CCc1cccc(CC)c1NC(=S)N1CC2CC(C1)c1cccc(=O)n1C2 (centres undefined),5.0,0.4%,-4.7%,0.5%,6.4%,0.6%[46.1 µM],-16.8%,0.7%,1.6%,-1.4%
Cc1ccccc1CCNCc1cc2cccc(C)c2[nH]c1=O,-3.1,-1.5%,1.3%,-1.2%,-18.4%,-2.1%,-4.5%,-9.0%,5.2%,-2.6%
CCCCn1c(=O)c(C(=O)NCCc2ccccc2)c(O)c2ccccc21,-8.3,-2.7%,6.8%,0.4%,40.2%[activator],-1.9%,2.0%,-16.2%,2.3%,-7.2%
CCOc1ccccc1-n1c(O)c(C=NCCCN(CC)CC)c(=O)[nH]c1=O,x,2.4%,0.4%,-2.9%,-1.4%,5.2%,-1.3%,-10.5%,4.9%,2.3%
COC(=O)C(O)(c1ccc(NC(=O)c2cccs2)c(C)c1)C(F)(F)F (centres undefined),4.6,1.7%,-4.5%,0.1%,x,-0.9%,0.4%,-15.7%,27.0%,1.8%
COc1cc(C2NCc3ccccc3-n3cccc32)ccc1O (centres undefined),23.4,3.1%,12.6%,-0.3%,-22.4%,0.1%,-1.9%,8.3%,-5.3%,2.0%
Cn1c(N)c(C(=O)COC(=O)Cc2ccccc2)c(=O)n(C)c1=O,14.7,3.5%,x,-7.0%,x,-2.5%,x,u,5.6%,x
CCC1(CCc2ccncc2)C(=O)NC(=O)NC1=O,3.8,3.5%,-1.6%,-0.2%,2.8%,-1.6%,-0.2%,16.6%,-1.1%,-3.2%
O=C1NC(=O)C(=Cc2ccco2)C(=O)N1,x,2.9%,x,-6.8%,x,-2.8%,x,2.5%,x,x
O=C1C2CCCN2C(c2cccnc2)N1c1ccc(Cl)c(Cl)c1 (centres undefined),-3.8,-2.7%,-1.5%,-9.8%,4.7%,x,-5.5%,13.8%,9.7%,4.1%
C=CCn1c(O)c(C(C)=Nc2ccc3c(c2)CCC3)c(=O)[nH]c1=O,-5.9,-2.0%,0.4%,0.2%,x,2.7%,0.4%,2.6%,0.1%,-4.5%
N#C/C(=C\c1ccc([N+](=O)[O-])cc1)c1nc(C2CC2)cs1,-6.8,-2.3%,-20.5%,u,u,1.0%,-0.4%,-6.5%,-0.7%,x
CCN1CCC(O)(c2ccccc2)C(C(=O)c2ccccc2)C1 (centres undefined),x,-0.5%,x,-1.4%,x,3.9%,x,-51.1%[inhibitor],x,x
COC(=O)C1=C(c2ccc(F)cc2F)C[C@@H]2CC[C@H]1N2C(=O)NC(C)C,-2.2,4.5%,x,-5.9%,x,-0.8%,-5.1%,-4.2%,0.3%,x
COc1ccccc1CCNCc1cc2c(cc1[N+](=O)[O-])OCO2,-4.9,-3.7%,0.4%,-9.7%,u,5.7%,-2.6%,14.3%,6.6%,u
COC(=O)[C@H]1C[C@@H]1[C@H](NP(=O)(c1ccccc1)c1ccccc1)c1ccccc1,0.3,6.5%,5.3%,0.4%,0.1%&-3.7%,-0.5%,-8.3%,5.8%,-10.9%,-18.6%
C=CCCC1(C2=CCCCC2)C(=O)NC(=O)NC1=O,x,7.8%,x,-1.7%,x,0.4%,x,21.4%,x,x
Cc1cccc(CN2CCCC(C(=O)c3cccc(OC(C)C)c3)C2)n1 (centres undefined),-8.0,1.5%,-4.0%,-1.8%,-14.7%,10.2%,-5.5%,-53.2%[inhibitor],5.8%,-6.1%
N#CC(c1cccnc1)N1CCOCC1 (centres undefined),-1.1,1.4%,-2.2%,-2.1%,5.8%,-2.6%,8.5%,40.9%,-0.7%,-5.3%
O=C(O)c1ccc(N=Cc2c(O)n(Cc3ccc(F)cc3)c(=O)[nH]c2=O)cc1,10.1,8.5%,17.3%,-2.1%,x,4.3%,4.2%,5.3%,-3.0%,-10.3%
Cc1c(C(=O)C(=O)N2CCOCC2)c2ccccc2n1Cc1ccccc1,7.3,3.8%,5.1%,-3.5%,x,0.6%,2.4%,19.5%,8.2%,0.0%
O=C(c1ccccc1)C1NC1c1ccccc1 (centres undefined),-5.7,-5.4%,11.2%,3.0%,x,-1.5%,-2.4%,17.6%,6.9%,x
Cc1cccc(OCC(=O)N2CCN(Cc3ccncc3)CC2)c1,0.7,-0.4%,-1.7%,0.2%,-10.4%,1.7%,-0.9%,-1.3%,-1.2%,-2.6%
O=C(c1ccc2c(=O)n(Cc3ccc4c(c3)OCO4)c(=S)[nH]c2c1)N1CCC2(CC1)OCCO2,3.3,-2.2%,-3.7%,-7.4%,18.6%,5.5%,-1.6%,-4.9%,-1.0%,-3.4%
O=c1c2ccccc2nc(-c2ccccc2)n1-c1ccccc1,27.0,2.7%,33.1%,1.4%,x,-2.3%,4.1%,11.9%,8.1%,-9.1%
CCOc1ccc2[nH]c(=O)c(CN(CCO)C3(c4nnnn4C4CCCCC4)CCCCC3)cc2c1,6.2,-0.1%,-4.9%,-14.5%,-10.8%,-1.9%,2.1%,6.0%,1.7%,3.5%
O=P(Nc1ccccc1)(Nc1ccccc1)Oc1ccccc1,1.0,-3.2%,2.9%,-1.7%,-2.0%,0.0%[46.1 µM],9.6%,13.7%,11.5%,-10.4%
COc1ccc(C(C)=O)cc1CC(C(=O)c1ccc(C)cc1)N(C)C (centres undefined),21.8,-0.3%,10.2%,4.1%,-6.4%,-4.6%[46.1 µM],-3.0%,26.6%,4.4%,-12.7%
COc1cccc(CN2CC=C(c3ccc(F)cc3)CC2)c1,9.7,1.3%,6.9%,-1.5%,u,1.2%,3.1%,-3.1%,7.8%,2.0%
O=C1NC(=O)N(CCc2ccc(F)cc2)C(=O)/C1=C/c1cccs1,-9.3,0.0%,-8.3%,-3.4%,21.3%,5.6%,-3.3%,3.0%,-1.3%,-6.1%
